Screens as filed in PubChem.
TRHR agonist: agonists of human TRH receptor; TRHR cells, calcium flux fluo-8, FDSS agonist mode; activation, % at 2 µM; hit rate 0.18% among 360,000; in the data active means activation above about 30%; further: 0% is about no effect
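TRHR-expressing cells, plated overnight in medium with 10% serum, were loaded with fluo-8 calcium dye at room temperature. After a 10 s baseline, library compound was pin-added and calcium release was recorded kinetically (ex 480/em 530) as agonist response.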
USP1 inh: inhibitors of human USP1/UAF1 deubiquitinase. hit rate 0.23% among 390,000. O94782. recombinant USP1/UAF1, Ub-Rhodamine cleavage fluorescence. Potency, µM (titrated, usually from 57.1 µM), without a hit: top-dose activity change, negative = inhibition, actives largely listed as inhibitors; further: potency means the concentration at half of the fitted maximal effect; on the % scale 0 is the no-effect control and ±100 the full control effect; nearly all actives have a fitted effect of over 60% in size; inactives centre near -12
Target sequence (O94782 whole entry, looked up): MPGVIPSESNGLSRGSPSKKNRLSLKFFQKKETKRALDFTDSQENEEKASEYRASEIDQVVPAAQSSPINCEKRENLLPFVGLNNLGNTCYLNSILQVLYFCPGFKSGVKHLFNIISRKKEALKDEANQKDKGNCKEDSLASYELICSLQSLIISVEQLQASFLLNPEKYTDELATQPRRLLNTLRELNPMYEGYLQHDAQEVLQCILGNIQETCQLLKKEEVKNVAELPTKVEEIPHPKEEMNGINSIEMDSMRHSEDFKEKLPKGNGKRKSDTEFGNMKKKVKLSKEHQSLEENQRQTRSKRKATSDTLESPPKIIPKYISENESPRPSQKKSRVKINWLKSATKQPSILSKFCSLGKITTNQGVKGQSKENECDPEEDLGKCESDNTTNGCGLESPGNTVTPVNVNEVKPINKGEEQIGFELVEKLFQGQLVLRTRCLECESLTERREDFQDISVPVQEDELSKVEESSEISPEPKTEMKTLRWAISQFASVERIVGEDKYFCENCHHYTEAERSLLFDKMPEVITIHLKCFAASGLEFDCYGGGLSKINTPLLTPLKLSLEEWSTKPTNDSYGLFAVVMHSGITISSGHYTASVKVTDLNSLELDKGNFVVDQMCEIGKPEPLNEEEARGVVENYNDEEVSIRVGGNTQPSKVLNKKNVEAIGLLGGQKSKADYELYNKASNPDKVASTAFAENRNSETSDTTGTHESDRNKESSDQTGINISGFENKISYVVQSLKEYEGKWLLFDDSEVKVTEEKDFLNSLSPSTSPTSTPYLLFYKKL
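USP1/UAF1 complex (1 nM) preincubated 15 min at room temperature with compound, then Ub-Rho substrate (150 nM final) added. Kinetic fluorescence at 480/540 nm over 6 reads at 60 s intervals; 50 mM HEPES pH 7.8, 0.5 mM EDTA, 0.1 mg/ml BSA, 1 mM TCEP, 0.01% Tween-20.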
PI4K2A inh: inhibitors of human PI4K2A; purified PI4K2A, ADP-Glo luminescence, 1 h; active compounds read low; activity change, negative = inhibition, % at 76.9 µM; hit rate 0.13% among 420,000; AID 1346378; in the data active means activity change below about -50%; inconclusive means mostly about -30% to -49%;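 further: -100% = wells without enzyme as full effect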
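ADP-Glo luminescence measured ADP generated by PI4K2A enzyme (4 ug/mL before mixing) with 1.2 mM PI substrate (pre-mix) and 300 microM ATP (pre-mix). Tris pH7.5 buffer with MgCl2, Triton X-100; 1 h reaction at ambient temperature.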
IDH1 R132H inh: human IDH1 R132H inhibition; O75874; IDH1-R132H enzyme, NADPH consumption, diaphorase/resazurin fluorescence; Potency, µM (titrated, usually from 76.6 µM), without a hit: top-dose activity change, negative = inhibition, most hits filed as inhibitors; hit rate 0.093% among 390,000; further: potency means the concentration at half of the fitted maximal effect; on the % scale 0 is the no-effect control and ±100 the full control effect; nearly all actives have a fitted effect of over 65% in size
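IDH1-R132H (0.5 ug/mL dispensed) in pH 7.5 Tris buffer was preincubated 30 min with compound, then given a substrate mix of 0.016 mM NADPH and 2 mM alpha-KG for 80 min at room temperature; remaining NADPH was read by diaphorase/resazurin fluorescence.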
D2 ag: agonists of human D2 dopamine receptor; activation, % at 2 µM; hit rate 0.53% among 340,000; HEK293 T-REx D2 cells, calcium flux agonist mode; P14416;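 active means activation over 3 SD above normal in the single-dose calcium agonist read, cut at about 30% in these data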; further: 0% is about no effect
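Agonism scored from kinetic calcium signal (1 read/sec, 180 s) following compound pin transfer, after a 10 s baseline. Cells: HEK293 Trex line expressing inducible D2 receptor coupled to calcium, dye-loaded after overnight culture at 30 C.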
TrxR1 substrate: substrates of rat thioredoxin reductase 1; O89049; hit rate 0.01% among 390,000; Potency, µM (series often up to 114 µM), without a hit: at the highest dose activity change, negative = substrate turnover; purified TrxR1 substrate turnover, NADPH consumption readout; further: potency means the concentration at half of the fitted maximal effect; on the % scale 0 is the no-effect control and ±100 the full control effect; nearly all actives have a fitted effect of over 50% in size
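Rat TrxR1, dispensed at 90 nM, was prereduced with 400 uM NADPH (final) for 5 min at ~22 deg C, then incubated with compound 15 min before 400 uM selenite. A first-read NADPH fluorescence drop versus no-compound background flagged substrates.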
TRHR PAM: allosterically enhances the human TRH receptor; P34981; hit rate 0.66% among 360,000; enhancement, % at 2 µM; TRHR cells, fluo-8 calcium fluorescence, EC20 TRH enhancement; in the data active means enhancement above about 30%; further: 0% is about no effect
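Enhancer read-out: after compound pinning and an initial kinetic agonist-mode read, an EC20 of TRH (10 nM final) was injected and fluo-8 calcium signal (Ex 480/Em 530) followed at 1 s/cycle for 100 cycles in TRHR-expressing cells.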
TrxR1 inh: blocks rat thioredoxin reductase 1; O89049; recombinant rTrxR1, NADPH fluorescence consumption, selenite substrate; Potency, µM (titrated, usually from 114 µM), inactives show at the highest dose activity change, negative = inhibition, hits mostly inhibitors; hit rate 1% among 390,000; AID 588453; further: potency means the concentration at half of the fitted maximal effect; on the % scale 0 is the no-effect control and ±100 the full control effect; nearly all actives have a fitted effect of over 65% in size
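Rat TrxR1 (90 nM in the dispensed reagent) was pre-reduced with 400 uM NADPH for 5 min at room temperature, then incubated with compound for 15 min. After 400 uM selenite was added, NADPH fluorescence (Ex 340/Em 450 nm) was followed for 8 min.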
D2 antag: D2 dopamine receptor (human) antagonism; P14416; hit rate 2% among 340,000; inhibition, % at 10 µM; HEK293 TREx D2 cells, calcium flux, dopamine EC80; in the data active means inhibition above about 30%; further: 0% is about no effect
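Calcium flux kinetic readout in an inducible HEK293 TREx D2 line plated overnight at 30 C. After 180 s compound exposure, an EC80 dopamine challenge follows with another 180 s kinetic read to detect antagonism.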
* = called active by the depositor; ? = inconclusive; . = not tested or not shown; [ ] = remark or other dose. Unless noted, the call rests on the fitted dose curve; in most records, active means well fitted inhibition curve with a large enough effect; inconclusive means small, poorly fitted or top-dose-only effect; inactive means no such curve, though single readings can be large or run the other way.

SMILES	TRHR agonist	USP1 inh	PI4K2A inh	IDH1 R132H inh	D2 ag	TrxR1 substrate	TRHR PAM	TrxR1 inh	D2 antag
COc1ccc(NC(=O)CN2C(=O)/C(=C3\SC(=S)N(CCC(=O)O)C3=O)c3ccccc32)cc1	-0.9	-6%	-16	?	0.8	1%	9	16%	-8
Cc1ccc(CC(=O)Nc2ccc(S(=O)(=O)Nc3ncccn3)cc2)cc1	0.6	-22%	-2	-10%	0.8	3%	18	28%	-2
O=C1OC(c2ccc(Cl)cc2)=C/C1=C/c1cccnc1	0.0	-2%	4	3%	0.1	-4%	-3	4%	-3
O=C(COC(=O)COc1ccccc1)NC1CCCC1	-0.3	0%	-3	-15%	0.0	-4%	6	2%	-13
COc1ccc(C(=O)CN2C(=O)NC3(CCCCCC3)C2=O)cc1	.	-6%	-1	0%	.	4%	.	11%	.
O=C(Nc1ccc(Cl)cc1)Nc1nnc(SCc2ccccc2)s1	1.2	-14%	-4	13%	1.0	5%	-1	21%	13
CCOc1ccc(N2C(=O)CC(Cc3ccc(Br)cc3)C2=O)cc1 (stereo unspecified)	-0.1	-9%	-4	-7%	-0.6	-1%	-4	20%	-6
Cn1nnnc1SCC(=O)Nc1cccc([N+](=O)[O-])c1	0.3	-27%	1	-2%	.	-9%[57.1 µM]	-2	-15%[57.1 µM]	.
COc1ccc(N2CCN(CCNC(=O)CCNS(=O)(=O)c3cccs3)CC2)cc1	0.7	-1%	-4	-5%	0.4	7%[57.1 µM]	-4	3%[57.1 µM]	-28
CCOC(=O)Cn1nnnc1CN(Cc1cccs1)Cc1cc2cc(C)cc(C)c2[nH]c1=O	0.0	-13%	-2	3%	0.8	5%[57.1 µM]	5	12%[57.1 µM]	4
COc1cccc(NC(=O)C2CCC(CNC(=O)[C@@H]3Cc4ccccc4CN3)CC2)c1 (stereo partly specified)	-1.8	-6%	-1	0%	0.7	-7%	-3	9%	-18
CCC(=O)Nc1nc2c(OC)ccc(OC)c2s1	-0.1	-5%	-14	3%	-0.4	11%[57.1 µM]	-4	40%[57.1 µM]	-9
COc1ccc(NC(C)=O)cc1NC(=O)CN1CCN(S(=O)(=O)c2ccc(C(C)C)cc2)CC1	-0.4	5%	-3	2%	0.3	8%[57.1 µM]	0	13%[57.1 µM]	38*
CC(=NNC(=O)CCC(=O)Nc1ccccc1Cl)c1ccco1	.	-14%	-7	0%	.	-4%	.	-2%	.
COc1ccc(N2C(=O)[C@@H]3Cc4ccccc4CN3C2=O)cc1	0.3	5%	-3	-2%	-0.5	-11%	3	-9%[57.1 µM]	20
Cc1noc(C)c1S(=O)(=O)NCc1ccc2c(c1)OCO2	0.4	-20%	-4	-2%	-0.2	5%[57.1 µM]	5	6%[57.1 µM]	-1
Cc1ccc(C=NNC(=O)c2cc(-c3cccnc3)nc3ccccc23)o1	.	-14%	-12	2%	.	-8%	.	-14%	.
CCOC(=O)CNC(=O)CSc1nc2nc(C)c(Br)cc2[nH]1	0.4	-13%	-6	3%	-0.1	-4%	-1	10%[57.1 µM]	-6
CCCc1[nH]c(=O)c(C#N)c2c1COC(C)(C)C2	0.4	-10%	4	8%	0.6	23%	2	-3%	-2
COc1ccc(-c2onc(C)c2C)cc1S(=O)(=O)Nc1ccc(OC(F)(F)F)cc1	0.0	-23%	-2	-1%	0.1	-1%[57.1 µM]	-1	12%[57.1 µM]	.
C=CCN1c2ccccc2[C@]23C[C@@H](C(=O)OC)N(C(C)=O)C2=NC(C(=O)OC)=C(C(=O)OC)[C@H]13	-0.8	-29%	2	-10%	-0.5	5%	-5	20%	-9
CC(C)c1ccc(OCC(=O)N2CCc3ccccc3C2)cc1	-0.2	-24%	1	3%	-1.8	3%	4	31%	4
CCc1ccc(NC(=O)CN2C(=O)C(c3ccccc3)=NC23CCCCCC3)cc1	1.4	18%	-3	.	-0.1	-5%	-4	4%	.
O=C(Nc1ccccc1)NC1CCN(Cc2ccccc2)CC1	-0.1	-4%	0	-14%	.	-2%	-4	10%	.
O=C(/C=C/c1ccc([N+](=O)[O-])s1)N1CCN(c2ccccc2)CC1	0.7	-21%	-1	6%	-1.0	6%	-6	12%	9
CCc1nnc(SC(CC)C(=O)Nc2ccc(OC)c(Cl)c2)c2cc3occc3n12 (stereo unspecified)	-0.3	-26%	1	-7%	-1.1	-6%	0	14%	.
O=C(Nc1cccnc1)Nc1ccc(Br)cc1Cl	0.3	-9%	-1	0%	-2.2	-1%	1	10%	-2
Cc1c(NC(=S)NC(NC(=O)C(C)(C)C)C(Cl)(Cl)Cl)c(=O)n(-c2ccccc2)n1C (stereo unspecified)	-0.3	2%	-9	2%	1.2	3%	-1	9%	6
O=C(NCc1cccnc1)c1ccc(-c2ccc(Cl)cc2)o1	-1.4	-18%	1	12%	0.4	43%[activator]	-4	3%	-19
CCN1N=C(c2ccccc2)Cn2c1nc1ccccc12	-0.3	-17%	5	7%	-0.9	31%[activator][57.1 µM]	3	11%[57.1 µM]	4
Cc1cc(C)cc(NC(=O)CSCc2nc3c(nnn3Cc3ccc(F)cc3)c(=O)[nH]2)c1	.	7%	2	4%	.	5%	.	26%	.
O=C(Nc1ccnn1C1CCN(C/C=C/c2ccccc2)CC1)c1cccc(F)c1	0.6	-26%	-1	-6%	2.8	-3%	4	9%	-4
Cc1ccccc1C(=O)N1CCN(c2ccc(NC(=O)c3cccs3)cc2)CC1	-0.3	-11%	1	3%	0.4	-10%	0	-10%	3
CC1=NN(c2ccccc2)C(=O)/C1=C/C=C/C=C/N(C)C	3.7	?	?	6%	0.0	-21%	-6	14%[57.1 µM]	4
COc1ccc(CNC(=S)Nc2cccc(OC)c2)cc1	-1.8	-7%	9	-8%	0.2	-4%[57.1 µM]	1	5%[57.1 µM]	8
Cc1ccccc1OCC(=O)Nc1ccc2c(c1)ncn2C	-0.5	-26%	-2	-3%	-0.3	8%[57.1 µM]	0	14%	12
CCC(C)NS(=O)(=O)c1ccc(OCC(=O)Nc2ccc(F)cc2F)cc1 (stereo unspecified)	-0.4	-24%	-3	5%	-0.6	6%[57.1 µM]	0	5%[57.1 µM]	-20
CCNC(=S)NNc1nc(N2CCOCC2)nc(N2CCOCC2)n1	0.7	-6%	-5	5%	1.5	10%	3	18%	1
Cc1snc(S(=O)(=O)Cc2ccccc2Cl)c1C#N	-0.1	-10%	-1	7%	-0.1	1%	2	3%	-12
COc1ccc(CC(=O)N(C)Cc2ccc(OC(F)F)cc2)cc1S(=O)(=O)N1CCOCC1	.	-22%	-2	6%	.	7%	.	20%	.

Some of the entries so far, in markdown.
| canonical_smiles | TRHR agonist | USP1 inh | PI4K2A inh | IDH1 R132H inh | D2 ag | TrxR1 substrate | TRHR PAM | TrxR1 inh | D2 antag |
| --- | --- | --- | --- | --- | --- | --- | --- | --- | --- |
| CCc1ccc(NC(=O)CN2C(=O)C(c3ccccc3)=NC23CCCCCC3)cc1 | 1.4 | 18% | -3 | . | -0.1 | -5% | -4 | 4% | . |
| O=C(Nc1ccccc1)NC1CCN(Cc2ccccc2)CC1 | -0.1 | -4% | 0 | -14% | . | -2% | -4 | 10% | . |

Continued:
SMILES	TRHR agonist	USP1 inh	PI4K2A inh	IDH1 R132H inh	D2 ag	TrxR1 substrate	TRHR PAM	TrxR1 inh	D2 antag
Cc1nc(SC2CCOC2=O)c2c(C)c(C)sc2n1 (stereo unspecified)	2.0	-3%	4	1%	.	-3%[11.4 µM]	1	-3%[11.4 µM]	.
CC(C)C(=O)N(Cc1ccc2c(c1)OCO2)Cc1ccccn1	-0.9	-9%	-4	9%	0.4	0%	2	25%[57.1 µM]	20
CN1N=C(C(=O)N2CCc3c([nH]c4ccccc34)C2c2c(F)cccc2Cl)CCC1=O (stereo unspecified)	1.8	-13%	-2	-11%	2.4	7%[57.1 µM]	3	3%[57.1 µM]	-1
Cc1ccc(C(=O)ON=C2CCN(c3ccc([N+](=O)[O-])cc3)CC2)cc1	0.2	-15%	3	-4%	0.1	-5%	-5	-6%	3
O=C1CCC(=O)N1c1cccc(OS(=O)(=O)c2ccccc2)c1	-0.1	-8%	3	2%	0.6	6%	2	16%	-3
COc1ccccc1C(=O)Nc1nnn(C)n1	-0.2	-9%	2	5%	-1.1	-9%	2	-7%	2
CNC(=O)Nc1ccc(Cl)cc1	0.0	1%	0	-10%	0.6	-9%[57.1 µM]	1	-14%[57.1 µM]	12
c1ccc(-c2cn3cccnc3n2)cc1	-0.9	-23%	-3	4%	0.1	849%[activator]	1	32%	-14
CCOC(=O)CN(C(=O)COc1nc(-c2ccccc2)cc(C)c1C#N)c1ccc(F)cc1	1.5	-6%	2	-12%	-0.2	66%[activator]	-6	60%[activator]	-6
COc1cccc(NC(=O)CSc2ccc3nnc(-c4ccncc4)n3n2)c1	-0.2	?	-2	8%	-0.1	8%	1	20%	-40
Cc1cc(C)cc(N2CC(O)Cn3c2nc2c3c(=O)[nH]c(=O)n2C)c1 (stereo unspecified)	-0.3	-14%	-1	0%	-0.5	1%	-11	23%	-10
O=C(NNC(=O)c1ccc(Cl)cc1Cl)c1cccs1	-0.2	-6%	3	0%	-0.8	12%[57.1 µM]	-3	15%[57.1 µM]	-4
Cc1oc2c(C)c3oc(=O)c(CCC(=O)NCCCN4CCOCC4)c(C)c3cc2c1C	1.3	-7%	0	17%	.	3%	11	-10%	.
CCOc1ccc(NC(=O)C2Cc3ccccc3N2C(=O)c2ccccc2)cc1 (stereo unspecified)	-1.1	-1%	-5	-7%	0.0	3%[57.1 µM]	13	6%[57.1 µM]	.
S=C(NCc1ccncc1)Nc1ccc(Br)cc1	0.1	-18%	-9	2%	-1.9	9%[57.1 µM]	-1	10%[57.1 µM]	-14
CCOc1cc(-c2nnc(SCC(=O)Nc3ccc(F)c(F)c3)nc2-c2ccc(OC)c(OCC)c2)ccc1OC	-0.6	0%	-4	-4%	-0.2	-2%[57.1 µM]	-7	3%[57.1 µM]	.
Cc1ccc(Sc2ncccc2C(=O)NCc2cc([N+](=O)[O-])ccc2O)cc1C	0.5	-15%	-2	7%	0.5	-4%	2	-4%	2
